EPAC1 antag = antagonists of human EPAC1; EPAC1 GEF assay, Rap1b-BODIPY-GDP exchange fluorescence; O95398; 360,000 tested, 0.14% active; Potency, µM (series often up to 115 µM), without a hit: top-dose activity change, negative = inhibition, actives largely listed as inhibitors; AID 720709;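 note: potency is the fitted concentration of half-maximal effect; plate controls were vehicle for no effect and positive control for full effect; nearly all actives have a fitted effect of over 50% in size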
IL2 activator = activates IL-2 in a cell-based reporter assay; activation, % (series mostly up to about 46 µM); 360,000 tested, 0.065% active; AID 652025; IL-2 activation reporter assay, cell-based qHTS; stimulated with anti-CD3/CD4/CD28 beads; in transgenic mouse T cells; in the data active = activation above about 50%; inconclusive = mostly about 30% to 49%; note: 0% is about no effect
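Unstimulated transgenic mouse T cells; 60-min compound exposure; bead-based TCR/CD4/CD28 stimulation; 18 h culture, 37 degrees C; dual fluorescence (EGFP, DsRed) plate cytometry.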
EPAC1 ag = EPAC1 (human) agonism; O95398; EPAC1 agonist qHTS, biochemical assay; response scale: 100% = response to 6.5 mM cAMP; Potency, µM (series often up to 154 µM), for the others: at the top dose activation, actives largely listed as activators; 360,000 tested, 0.073% active; note: potency is the fitted concentration of half-maximal effect; nearly all actives have a fitted effect of over 60% in size
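Fluorescent GDP-exchange assay: 100 nM EPAC1 with 250 nM Rap1B preloaded with BODIPY-GDP and 50 uM GDP; compounds tested as concentration series, 5 min at room temperature, then read every 5 min for 30 min (ex 480/em 540 nm); normalized to 6.5 mM cAMP.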
PI5P4Ka inh = blocks human PI5P4K alpha kinase activity; 330,000 tested, 1.2% active; max response, %; P48426; AID 652105; PI5P4Kalpha enzyme, ADP-Glo luminescence, 60 min; hits give low values; active = max response of -50% or lower; inconclusive = between -30% and -50%; inactive = -30% or higher; note: value at the top dose of about 77 µM; % is set by controls: 0 for no effect and ±100 for the full control effect
Target sequence (P48426 whole entry, looked up): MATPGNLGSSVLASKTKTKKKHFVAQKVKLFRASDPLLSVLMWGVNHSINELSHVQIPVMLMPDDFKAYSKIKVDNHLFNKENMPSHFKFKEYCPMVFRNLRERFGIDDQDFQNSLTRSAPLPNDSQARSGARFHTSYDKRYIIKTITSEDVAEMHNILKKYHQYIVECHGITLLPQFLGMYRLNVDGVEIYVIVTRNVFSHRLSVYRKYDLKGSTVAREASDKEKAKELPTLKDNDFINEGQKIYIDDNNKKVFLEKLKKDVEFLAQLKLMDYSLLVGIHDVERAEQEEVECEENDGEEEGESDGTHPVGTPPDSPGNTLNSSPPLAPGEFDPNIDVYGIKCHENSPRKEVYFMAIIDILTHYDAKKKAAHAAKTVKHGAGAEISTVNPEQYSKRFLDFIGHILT
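Quantitative HTS of the MLSMR library against PI5P4Kalpha with substrate. ATP added last at 5 microM final; room temperature, 60 minutes. Remaining ATP depleted, ADP converted and read as luminescence.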
GLP1R cytotox = cytotoxicity in counter-screen for GLP-1R inverse agonists. HEK293 cAMP-luciferase reporter cells, luminescence, 24 h. Potency, µM (highest dose often 38.3 µM), inactives show at the highest dose activity change, negative = inhibition, most hits filed as inhibitors. 410,000 tested, 0.13% active;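 note: loss of luciferase light is scored as toxicity; potency is the fitted concentration of half-maximal effect; % is set by controls: 0 for no effect and ±100 for the full control effect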
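A 23 nL compound transfer followed 12 hours of cell culture at 37 deg C; exposure then lasted 24 hr. Luciferase assay detection reagent was dispensed and plates read for luminescence after a 12 min room-temperature wait.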
PTHR1 agonist = agonists of human PTHR1 parathyroid hormone receptor. Q03431. 410,000 tested, 0.075% active. Potency, µM (highest dose often 115 µM), for the others: at the top dose activation, actives largely listed as activators. AID 743266. HEK293 GP2 PTHR1 cells, GloSensor cAMP luminescence, 1 h; note: potency is the fitted concentration of half-maximal effect; nearly all actives have a fitted effect of over 55% in size; some results filed as inactive show a strong effect at the top dose; inactives centre near -15; many of its hits are not listed in these tables
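HEK-293-derived GP2 cells expressing PTHR1 and a GloSensor cAMP reporter, 3,000/well, plated overnight, given luciferin plus IBMX (each 0.5 mM as added) for 1 h at 37 °C, then compound for 1 h at 37 °C. Luminescence was read after 15 min at room temperature.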
PLK1 PBD inh = PLK1 (human) polo-box domain binding inhibition; P53350; 360,000 tested, 2.8% active; Potency, µM, without a hit: max response, negative = inhibition, actives largely listed as inhibitors; Plk1 PBD binding of FITC phosphopeptide, fluorescence polarization; note: potency is the fitted concentration of half-maximal effect; series mostly up to about 57 µM; % is set by controls: 0 for no effect and ±100 for the full control effect; nearly all actives have a fitted effect of over 65% in size
Target sequence (P53350 whole entry, looked up, the tested form may be a part): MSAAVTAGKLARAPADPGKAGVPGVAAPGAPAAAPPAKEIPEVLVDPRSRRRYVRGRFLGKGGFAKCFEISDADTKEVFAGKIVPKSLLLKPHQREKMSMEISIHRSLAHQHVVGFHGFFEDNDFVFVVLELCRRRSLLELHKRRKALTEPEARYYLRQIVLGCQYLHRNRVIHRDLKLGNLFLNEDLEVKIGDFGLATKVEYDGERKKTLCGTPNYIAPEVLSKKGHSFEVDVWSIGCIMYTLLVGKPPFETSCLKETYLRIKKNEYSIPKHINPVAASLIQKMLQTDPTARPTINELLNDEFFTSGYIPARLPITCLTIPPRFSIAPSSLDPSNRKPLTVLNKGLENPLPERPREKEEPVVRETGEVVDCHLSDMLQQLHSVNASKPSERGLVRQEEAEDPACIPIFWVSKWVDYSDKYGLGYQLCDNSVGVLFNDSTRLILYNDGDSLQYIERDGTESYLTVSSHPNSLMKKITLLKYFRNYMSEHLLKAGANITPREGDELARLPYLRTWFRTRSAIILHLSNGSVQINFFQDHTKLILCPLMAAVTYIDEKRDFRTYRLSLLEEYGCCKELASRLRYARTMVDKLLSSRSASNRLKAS
GLP1R inv ag = acts as inverse agonist at human GLP-1 receptor; AID 624417; HEK293 GLP-1R CRE-luciferase, luminescence, 24 h; GLP-1R form is constitutively active; 410,000 tested, 1.6% active; Potency, µM (top dose mostly 38.3 µM), for inactives: at the highest dose activity change, negative = inhibition, actives largely listed as inhibitors; P43220; note: potency is the fitted concentration of half-maximal effect; % is set by controls: 0 for no effect and ±100 for the full control effect; nearly all actives have a fitted effect of over 55% in size
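Readout was luciferase luminescence, measured 12 min after detection reagent at room temperature. Beforehand, GLP-1R reporter HEK293 cells had sat 12 h, then received compounds for 24 hr at 37 deg C.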
GLP1R ag = GLP-1 receptor (human) agonism; P43220; HEK293 GLP-1R CRE-luciferase, luminescence, 4-6 h; cells express a hypersensitive GLP-1R form; Potency, µM (titrated, usually from 45.6 µM), for inactives: top-dose activation, most hits filed as activators; 380,000 tested, 0.007% active; AID 624172; note: potency is the fitted concentration of half-maximal effect; % of control where 0% means no effect
* hit, by the source's call; i = inactive; ? = inconclusive; · = no result given; & = joins results of further samples; [ ] = another dose, or the depositor's remark. Unless noted, calls come from the whole dose curve; as a rule, active = well fitted curve in the direction sought with a large enough effect; inconclusive = small, poorly fitted or top-dose-only effect, or another doubt; inactive = no such curve, though single readings can be large; an effect the other way counts as inactive or inconclusive.

mol,EPAC1 antag,IL2 activator,EPAC1 ag,PI5P4Ka inh,GLP1R cytotox,PTHR1 agonist,PLK1 PBD inh,GLP1R inv ag,GLP1R ag
CCOc1ccccc1NC(=O)C1CCC(CNc2c(N3CCOCC3)c(=O)c2=O)CC1 (stereo not drawn),-20%,2.3,-3%,6,1%,i,-3%,5%,2%
C1CCC(C23CC4CC(CC(C4)C2)C3)NC1 (stereo not drawn),3%,-0.3,3%,·,3%,?,2%,0%,3%
CCOC(=O)c1oc2cc(OCC(=O)OC)ccc2c(=O)c1-c1ccc(OC)c(OC)c1,-15%,-2.7,-3%,0,-15%,-7%,2%,4%,9%
COc1ccc(C(C(C(=O)c2ccco2)N2CCOCC2)N2CCOCC2)cc1 (stereo not drawn),3%,1.5,3%,0,10%,-38%[inhibitor][57.5 µM],-7%,0%,13%
COc1ccc(OC)c(NC(=O)C(C#N)=Cc2ccco2)c1,-6%,0.7,2%,-28,-9%,i,-2%,16%,20%
Cc1cccc(OCC(O)CN2C(C)(C)CC(O)CC2(C)C)c1C (stereo not drawn),1%,-3.3,-3%,-3,0%,i,-2%,-7%,1%
CCCNC(=S)N1CCN(C)CC1,-5%,0.0,0%,14,5%,i,1%,-4%,-14%
COc1ccc(CCNc2cc(N3CCN(C(=O)c4ccccc4F)CC3)ccc2[N+](=O)[O-])cc1OC,7%,0.4,4%,-2,-7%,-13%[57.5 µM],-10%,1%,-1%
CS(=O)(=O)c1ccc(Cl)c(NC(=O)CN2CCN(C(=O)c3cccs3)CC2)c1,8%,0.0,-6%,2,?,-1%,-5%,-21%,9%
COc1ccc(Nc2cc(C)c3cc(NC(=O)Cc4ccc(Cl)cc4)ccc3n2)cc1,·,·,·,·,-5%,i,·,-27%,1%
COc1cccc([C@@H]2CC=C(C(=O)O)[C@H](c3cccc(Cl)c3)N2S(=O)(=O)c2ccc(C)cc2)c1,-5%,0.5,-11%,-7,-22%,-17%,-11%,?,0%
Cc1ccc(-c2nc(Nc3cccc(O)c3)c3ccccc3n2)cc1,-9%,1.4,6%,0,?,i,-1%,?,8%
O=C(CN(C(=O)CCC(=O)Nc1ccccn1)c1ccc(F)cc1)NCCc1ccccc1,4%,-0.6,3%,7,-12%,i,-4%,4%,10%
COc1ccc(C(=O)NCCn2cc(SCC(=O)Nc3ccc(F)cc3)c3ccccc32)cc1,·,·,·,·,-27%,-10%,·,?,-14%
O=C1Nc2ccc(NS(=O)(=O)c3cccs3)c3cccc1c23,?,-1.1,-2%,-16,-3%,-3%,-7%,70%[activator],14%
COc1ccc(OCC(=O)Nc2ccc3c(c2)nc(CCn2ccccc2=O)n3C)cc1,8%,-0.2,-3%,-1,-6%,-5%,-9%,10%,-1%
COC(=O)c1nn(-c2ccccc2)c(Cl)c1/C=N/OCc1ccc(C)cc1,-11%,-1.6,16%,2,91%[activator],-2%,-6%,13µM*,-15%
CN(Cc1cccc(Cl)c1)C(=O)C1CCN(C(=O)Nc2ccccc2)CC1,1%,-0.2,-1%,-4,12%,-55%[inhibitor],-5%,-22%,-29%
COc1ccc(C(CNC(=O)CCC(=O)c2ccc(C)s2)N2CCOCC2)cc1 (stereo not drawn),-10%,0.0,2%,0,2%,i,-3%,4%,3%
O=C(NCCCN1CCN(Cc2ccccc2)CC1)C1CCN(S(=O)(=O)N2CCC3(CC2)OCCO3)CC1,-5%,-0.4,-3%,3,0%,i,-12%,2%,-1%
O=S(=O)(NC1CCCCC1N1CCN(c2ccccc2F)CC1)c1ccccc1 (stereo not drawn),1%,-6.1,8%,7,8%,i,?,?,-3%
COc1ccc(NC(=O)CN(c2ccc(C)cc2)S(=O)(=O)c2cccs2)cc1OC,·,·,·,·,-6%,-19%,·,1%,0%
CCCC(=O)Nc1c(-c2ccccc2)c(=O)c(C)nn1-c1ccc(Cl)cc1,-11%,-1.6,14%,1,2%,i,-5%,17%,6%
CCOC(=O)c1cc2oc(C(c3nnnn3C3CCCCC3)N3CCOCC3)cc2[nH]1 (stereo not drawn),-27%,-0.5,24%,-4,?,-23%[57.5 µM],-8%,?,12%
CCOC(=O)C1=C(C)NC(=O)C(C(N)=O)C12CCCC2 (stereo not drawn),-7%,-0.1,1%,-3,3%,7%[57.5 µM],-3%,-8%,6%
COc1ccc2cc(CCNC(=O)CC(C)(C)C)c(=O)[nH]c2c1,7%,-2.3,0%,·,-7%,-24%[57.5 µM],-1%,3%,-6%
C=CCOCCN(C)C1=NS(=O)(=O)c2cc([N+](=O)[O-])ccc21,7%,0.1,-4%,4,-10%,-3%,0%,25%,1%
C#Cc1ccc(C(=O)Nc2ccc(N3CCC(C)CC3)c(C(N)=O)c2)cc1,0%,5.4,-1%,-20,-13%,-20%,-7%,8.9µM*,9%
O=C(N=C1SC2CS(=O)(=O)CC2N1c1cccc(Cl)c1Cl)C1CCCO1 (stereo not drawn),11%,-1.8,5%,-3,2%,-25%,-9%,-12%,0%
CCCC(=O)c1ccc(N2CCN(C(=O)c3ccc(Br)cc3)CC2)c(F)c1,13%,-0.4,7%,·,1%,-16%[57.5 µM],-7%,0%,-6%
CN1CCN(c2ccc(S(=O)(=O)N3CCCCC3)cn2)CC1,2%,1.5,1%,-3,-12%,i,2%,-6%,0%
CCOc1ccc(CC(=O)N2CCN=C2SCc2ccc([N+](=O)[O-])cc2)cc1,-18%,-5.9,2%,1,1%,-31%[inhibitor],-5%,?,7%
Clc1ccc2nc(-c3ccccn3)c(Nc3ccc4c(c3)OCO4)n2c1,4%,0.2,7%,2,?,-12%,-9%,-13%,6%
CCn1ncc(Br)c1C(=O)Nc1ccc(C(C)C)cc1,-16%,-0.6,-4%,5,3%,-73%[inhibitor],-18%,8.9µM*,?
O=C1CC2(CCN(C(=O)c3ccccc3[N+](=O)[O-])CC2)Oc2ccccc21,5%,4.2,2%,9,7%,i,1%,17%,-5%
Cc1c(CC(=O)O)c(=O)oc2cc3c(cc12)CCC(C)(C)O3,-26%,0.3,8%,-2,-26%,i,-9%,8%,-5%
Cn1c(=O)[nH]c(=O)c2c1nc(CN1CCN(c3cccc(Cl)c3)CC1)n2CCc1ccccc1,-18%,-0.2,-6%,·,4%,5%,-5%,-7%,11%
CSCCC(NC(N)=O)C(=O)NCc1cccc(Cl)c1 (stereo not drawn),-2%,2.3,4%,0,-15%,i,2%,2%,-10%
C[C@H](NS(=O)(=O)OCC(Cl)(Cl)Cl)C1CC1c1ccccc1 (stereo partly drawn),-19%,-0.3,-21%,-16,0%,-2%,-28%,?,9%
CC(Oc1ccccc1)C(=O)NC1CCN(Cc2ccccc2)CC1 (stereo not drawn),8%,-3.2,0%,·,5%,i,-10%,-16%,-6%
COc1ccc(/C=N/N2CCN(Cc3ccc(C)cc3)CC2)cc1Br,-9%,0.0,9%,19,0%,-11%,-8%,?,1%
CCOC(=O)C1(S(=O)(=O)c2ccc(Cl)cc2)CCN(Cc2ccccc2)CC1,-1%,-1.9,12%,·,-3%,i,?,-23%,-2%
COc1ccc(N(CC(=O)N2CCN(c3cc(C)ccc3C)CC2)S(=O)(=O)c2c(C)noc2C)cc1,6%,-6.0,1%,5,-5%&0%,-7%&-11%,-4%,-13%&1%,1%&1%
O=C(CNC(=S)N(Cc1ccccc1Cl)C1CCCC1)NCCCN1CCOCC1,0%,-5.0,-2%,3,0%,-6%,-9%,23%,-1%
CCCOc1ccc2[nH]cc(C(=O)O)c(=O)c2c1,7%,2.6,4%,4,-18%,17%,-4%,2%,3%
CCSc1nnc(NC(=O)CSc2nc3c(c(=O)n2-c2ccccc2OC)SCC3)s1,1%,-1.4,16%,·,-21%,i,-19%,3%,-11%
OCCN1CCN(Cc2ccc3ccccc3c2)CC1,-4%,1.8,1%,-1,-8%,-6%,7%,-12%,-2%

6 entries picked at random from those above, as already listed:
mol,EPAC1 antag,IL2 activator,EPAC1 ag,PI5P4Ka inh,GLP1R cytotox,PTHR1 agonist,PLK1 PBD inh,GLP1R inv ag,GLP1R ag
CCOC(=O)c1oc2cc(OCC(=O)OC)ccc2c(=O)c1-c1ccc(OC)c(OC)c1,-15%,-2.7,-3%,0,-15%,-7%,2%,4%,9%
CCCC(=O)Nc1c(-c2ccccc2)c(=O)c(C)nn1-c1ccc(Cl)cc1,-11%,-1.6,14%,1,2%,i,-5%,17%,6%
CCCNC(=S)N1CCN(C)CC1,-5%,0.0,0%,14,5%,i,1%,-4%,-14%
CSCCC(NC(N)=O)C(=O)NCc1cccc(Cl)c1 (stereo not drawn),-2%,2.3,4%,0,-15%,i,2%,2%,-10%
O=C(CNC(=S)N(Cc1ccccc1Cl)C1CCCC1)NCCCN1CCOCC1,0%,-5.0,-2%,3,0%,-6%,-9%,23%,-1%
O=C(NCCCN1CCN(Cc2ccccc2)CC1)C1CCN(S(=O)(=O)N2CCC3(CC2)OCCO3)CC1,-5%,-0.4,-3%,3,0%,i,-12%,2%,-1%

An excerpt; rates above refer to the full screens.
